# Source: PubChem
# GAA glycogen: GAA glycogen-cleavage inhibition or activation | P10253 | recombinant GAA, glycogen substrate, Amplex Red glucose oxidase fluorescence | Potency, µM (titrated, usually from 76.4 µM), inactives show at the highest dose activity change, negative = inhibition, hits mostly inhibitors | hit rate 0.38% among 300,000 | AID 2100;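 note: 0% = full enzyme reaction and -100% = no-enzyme basal signal; the screen sought inhibitors and activators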
#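 Recombinant enzyme (4 nM final) with compounds titrated up to 77 uM and bovine liver glycogen (30 ug) in citrate pH 5.0, 0.01% Tween-20, 37 C 40 min. Released glucose detected by Amplex Red/glucose oxidase (Ex 573/Em 610); AC50 from Hill fits.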
# GAA inh: alpha-glucosidase (human) inhibition | AID 1466 | hit rate 0.005% among 200,000 | Potency, µM (titrated, usually from 76.9 µM), for inactives: at the highest dose activity change, negative = inhibition, hits mostly inhibitors | purified human GAA, 4-MU-alpha-glucoside fluorescence;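 note: plate controls were uninhibited enzyme wells for no effect and no-enzyme background for full effect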
#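 Compounds are titrated up to 77 uM against 4 nM human enzyme. Substrate 4-methylumbelliferyl-alpha-D-pyranoside (400 uM) reacts 20 min at room temperature in pH 5.0 buffer; liberated 4-methylumbelliferone is read at 440 nm.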
# GLA spleen mod: inhibitors or activators of human alpha-galactosidase in spleen homogenate. P06280. human spleen homogenate, 4MU-alpha-Gal fluorescence, 40 min. Potency, µM (doses to about 80 µM), for the others: at the highest dose activity change, negative = inhibition, hits mostly inhibitors. hit rate 0.008% among 240,000;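 note: 0% = enzyme with vehicle and -100% = no enzyme basal signal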
# Target sequence (P06280 32-429 limits assumed): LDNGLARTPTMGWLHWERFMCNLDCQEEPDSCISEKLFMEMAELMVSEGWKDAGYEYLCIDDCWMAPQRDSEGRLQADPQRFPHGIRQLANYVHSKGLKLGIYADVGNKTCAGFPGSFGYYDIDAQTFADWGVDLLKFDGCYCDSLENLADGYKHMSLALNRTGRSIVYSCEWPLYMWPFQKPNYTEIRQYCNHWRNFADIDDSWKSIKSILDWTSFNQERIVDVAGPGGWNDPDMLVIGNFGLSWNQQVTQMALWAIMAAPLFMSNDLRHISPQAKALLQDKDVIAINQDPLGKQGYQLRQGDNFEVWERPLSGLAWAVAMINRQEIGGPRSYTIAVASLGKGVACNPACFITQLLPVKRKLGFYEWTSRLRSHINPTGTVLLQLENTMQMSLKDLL
#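 Human spleen homogenate (1 ug) was the enzyme source, with 4-methylumbelliferyl-alpha-D-galactopyranoside (1 mM final) in pH 5.0 citrate buffer with 0.01% Tween-20. Compounds were titrated; after 40 min at 37C, NaOH/glycine stop, 4-MU fluorescence read; AC50 from Hill fits.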
# Tau fluor counter: counter-screen for tau fibril formation inhibitors; tau K18 P301L Alexa594 fluorescence, heparin fibrillization; Potency, µM (series often up to 57.7 µM), for inactives: at the top dose activity change, negative = decrease; hit rate 0.93% among 280,000; note: % is set by controls: 0 for no effect and ±100 for the full control effect; nearly all actives have a fitted effect of over 55% in size
#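 Human tau K18 P301L (15 uM unlabeled, 0.24 uM Alexa 594-labeled) in 100 mM sodium acetate pH 7 with 20 uM heparin, 6 hr at 37 C. ThT 30 uM added, 1 hr ambient; Alexa 594 FP and total fluorescence read at 555/632 nm.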
# ALDH1A1 block: blocks purified human ALDH1A1 activity | Purified ALDH1A1, NADH fluorescence, propionaldehyde substrate | Potency, µM (doses to about 75.3 µM), for inactives: at the highest dose activity, negative = inhibition, usual class: inhibitors | hit rate 7.3% among 220,000 | P00352; active = well fitted inhibition curve with a large enough effect, not every such curve was filed as active; inconclusive = small, poorly fitted or top-dose-only effect, or another doubt; inactive = no such curve, though single readings can be large or run the other way;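 note: plate controls were no enzyme wells and a reference inhibitor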
# Target sequence (P00352 whole entry, looked up): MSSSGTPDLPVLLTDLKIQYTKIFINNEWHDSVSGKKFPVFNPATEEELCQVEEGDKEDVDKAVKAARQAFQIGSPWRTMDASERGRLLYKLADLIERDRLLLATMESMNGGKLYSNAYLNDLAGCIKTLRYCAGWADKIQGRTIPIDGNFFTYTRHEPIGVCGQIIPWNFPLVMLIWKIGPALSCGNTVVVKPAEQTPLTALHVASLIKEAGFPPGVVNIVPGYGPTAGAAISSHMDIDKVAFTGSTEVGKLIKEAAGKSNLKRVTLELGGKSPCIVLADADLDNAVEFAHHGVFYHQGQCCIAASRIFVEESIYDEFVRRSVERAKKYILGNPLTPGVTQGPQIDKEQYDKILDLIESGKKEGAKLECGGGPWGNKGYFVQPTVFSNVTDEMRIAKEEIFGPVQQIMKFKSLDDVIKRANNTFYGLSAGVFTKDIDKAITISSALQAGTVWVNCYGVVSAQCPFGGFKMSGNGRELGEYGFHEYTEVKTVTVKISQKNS
# Epigenetic derep: regulators of epigenetic silencing causing reporter derepression in mouse cells; AID 1865; hit rate 0.2% among 280,000; murine LDR cells, GFP reporter derepression, 30 h; Potency, µM (top dose mostly 53.9 µM), inactives show at the top dose GFP activation, most hits filed as activators; note: % of control where 0% means no effect; nearly all actives have a fitted effect of over 60% in size
#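 Readout is the number of GFP-expressing murine LDR cells, counted by cytometry following washing. Cells were treated with compound for 30 h at 37 C; the stably integrated CMV-GFP locus is normally silent.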
# GAA spleen mod: inhibitors or activators of human alpha-glucosidase in spleen homogenate | P10253 | human spleen homogenate, 4-MU-alpha-glucoside fluorescence | Potency, µM (series often up to 79.9 µM), without a hit: at the top dose activity change, negative = inhibition, actives largely listed as inhibitors | hit rate 0.006% among 240,000 | AID 2112;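 note: 0% = enzyme with vehicle and -100% = no enzyme basal signal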
#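 AC50 values come from Hill-equation fits of concentration-response data, normalized to no-enzyme and full-activity controls. Enzyme source: 1 ug human spleen homogenate; 1 mM fluorogenic 4-MU glucoside, pH 5.0 citrate buffer, 37 C, 40 min.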
# NPSR antag: neuropeptide S receptor (human) antagonism, cAMP. Q6W5P4. CHO-NPSR cells, cAMP TR-FRET, antagonist mode. Potency, µM (titrated, usually from 38.3 µM), without a hit: at the highest dose activity change, negative = inhibition, most hits filed as inhibitors. hit rate 1% among 220,000. AID 1461; note: % is set by controls: 0 for no effect and ±100 for the full control effect; nearly all actives have a fitted effect of over 50% in size; many of its hits are not listed in these tables
# An asterisk follows results filed as active; u = inconclusive; x = not tested or not shown; & = joins results of further samples; [ ] = another dose, or the depositor's remark. Unless noted, calls come from the whole dose curve; as a rule, active = well fitted curve in the direction sought with a large enough effect; inconclusive = small, poorly fitted or top-dose-only effect, or another doubt; inactive = no such curve, though single readings can be large; an effect the other way counts as inactive or inconclusive. Potency is the fitted concentration of half-maximal effect. These rows are one share of the data; rates above refer to the full screens.
no.	SMILES	GAA glycogen	GAA inh	GLA spleen mod	Tau fluor counter	ALDH1A1 block	Epigenetic derep	GAA spleen mod	NPSR antag
1	CN1C(C(=O)NCc2ccccc2)CC2Cn3c(nc4cc5ccccc5cc43)C21 (configuration not stated)	7%	x	-1%	-4%	x	0.1%	0%	-4%
2	N#C/C(=C\c1cccnc1)C(=O)Nc1cccc(Cl)c1	-7%	2%	-2%	-18%	-9%	u	-12%	-25%
3	O=C(c1cc(S(=O)(=O)N2CCOCC2)ccc1Cl)N1CCN(c2ccccn2)CC1	-8%	4%	6%	4%	2%	0.0%	-3%	9%
4	CN1CCN(C(=S)NC(=O)c2cccc(S(=O)(=O)N(C)C)c2)CC1	1%	-7%	-1%	7%	u	-0.8%	-2%	6%
5	CCCN(CCC)C(=O)CC(c1ccc(F)cc1)c1ccco1 (configuration not stated)	8%	u	11%	-12%	u	-0.2%	7%	u
6	CN1CCN(C(=S)Nc2ccc(S(N)(=O)=O)cc2)CC1	-10%	-2%	1%	2%	-9%	-1.0%	-4%	7%
7	CC(=O)N1N=C(c2ccc(Br)cc2)OC12CCCC2	5%	x	-1%	-15%	x	-0.5%	-1%	54%
8	Cc1ccc(/C=N/Nc2ccc(C(=O)O)cc2)o1	u	-5%	4%	-9%	3%	1.1%	-1%	-43%
9	COc1ccc(S(=O)(=O)N2CC3CCCN3c3cc(C(F)(F)F)ccc32)cc1 (configuration not stated)	-5%	3%	9%	-22%	u	0.0%	-1%	-23%[46.1 µM]
10	COC(C[C@@H](O)C[C@H](O)[C@@H](C)OCc1ccccc1)OC	8%	x	1%	13%	x	-1.1%	-1%	17%
11	CC(=O)c1sc(NC(=O)COc2ccc(C(C)C)c(C)c2)nc1C	0%	3%	-5%	-6%	-1%	-1.3%	0%	u
12	O=[N+]([O-])c1ccc(/C=N/N=C/c2ccc([N+](=O)[O-])o2)o1	10%	-2%	0%	u	u	2.3%	-3%	5µM*
13	NC(Cc1ccc(O)c(O)c1)C(=O)O (configuration not stated)	x	x	3%	18µM*[quencher]	u	2.7%	-3%	x
14	CCN(CC)c1ccc(/C=N/NC(=O)c2ccc(O)cc2)cc1	x	x	6%&15%	u	u	0.0%	1%&-24%	x
15	CC1=C(C#N)CCC(=O)N1Cc1ccc(C)cc1	2%	u	-2%	5%	16%	0.8%	-6%	-6%[46.1 µM]
16	CC(C)N(Cc1nc(-c2ccc(Cl)cc2)no1)C(=O)CN(C)S(=O)(=O)c1ccc(Cl)cc1	-13%	-14%	-10%	-19%	u	0.0%	-24%	-28%[46.1 µM]
17	CCC(c1nnnn1CCOC)N1CCN(c2cccc(C(F)(F)F)c2)CC1 (configuration not stated)	-5%	-3%	-2%	-3%	-10%	3.2%	-3%	-5%[46.1 µM]
18	Cc1ccccc1N=C1c2ccccc2C(=O)C1[N+](=O)[O-] (configuration not stated)	3%	-4%	1%	-5%	-8%	0.1%	0%	24%
19	CC1=NNC(=O)C1CC(=O)N/N=C/c1sccc1C (configuration not stated)	u	x	3%	6%	x	1.4%	6%	9%
20	c1ccc(Oc2nnc(-c3cccs3)c3ccccc23)cc1	-6%	2%	1%	8%	-12%	1.0%	4%	-25%
21	CN1CC(=O)N=C1N	18%[76.3 µM]	x	0%	-1%	9%	1.0%	-11%	x
22	COc1c(C=O)c(O)cc2c1C(=O)c1ccccc1C2=O	x	x	u	u	3.5µM*	3.2%&2.1%	-2%&-8%	x
23	Cc1ccc(C)c(NS(=O)(=O)c2c(C)ccc3nsnc23)c1	0%	-3%	-3%	-7%	5%	4.8%	-2%	-28%[46.1 µM]
24	CCn1c(SCCOc2ccc(OC)cc2)nnc1C(CO)NC(=O)c1ccc(OC)cc1 (configuration not stated)	-6%	1%	1%	-6%	9%	-0.7%	4%	-4%[46.1 µM]
25	CCOC(=O)C(C)Sc1nnc(Cc2cc(=O)[nH]c(=O)[nH]2)n1-c1cccc(OC)c1 (configuration not stated)	4%	-1%[15.4 µM]	0%	2%	7%	1.7%	0%	-3%[46.1 µM]
26	Cc1cccc(NC(=O)C2Cc3ccccc3CN2C(=O)OCc2ccccc2)c1C (configuration not stated)	-3%	-1%	0%	-12%	-2%	-1.1%	1%	-30%
27	O=C(CCCn1c(=S)[nH]c2cc3c(cc2c1=O)OCO3)N1CCN(c2ccc(Cl)cc2)CC1	-4%	-11%	2%	u	u	-1.1%	-1%	-24%[46.1 µM]
28	O=C(Nc1nnc(COc2ccc(Br)cc2)s1)c1ccco1	-9%	x	3%	-7%	x	0.9%	-4%	6%
29	N#Cc1cc2c(nc1SCc1ccc(Cl)nc1)CCCCC2	3%	x	-2%	-24%	x	-1.1%	-3%	u
30	C/C(=N\NC(=O)C1CC1)c1ccc2c(c1)OCCO2	0%	-14%	-2%	5%	11%	-2.7%	2%	27%
31	C=C(C)C(=O)Nc1nnc(-c2ccccc2C)s1	9%	12%	1%	-7%	7.9µM*	-1.1%	-4%	-2%
32	CCOC(=O)c1csc(NC(=O)CSc2nnnn2-c2cccc(OC)c2)n1	0%	-5%	2%	-16%	-9%	u	0%	-10%[46.1 µM]
33	Cc1ccnc(N2CCN(C(=O)CSc3nc4ccccc4nc3N3CCC(C)CC3)CC2)c1	-14%	-11%	0%	-10%	-2%	0.5%	-1%	-51%
34	CCOC(=O)C1CCN(C(=O)COC(=O)CCOc2ccc(C)cc2)CC1	8%	9%	8%	-1%	7%	-1.1%	-4%	-5%[46.1 µM]
35	Cc1nc(-c2coc3cc(O)c(C)cc3c2=O)cs1	0%	0%	2%	-7%	1%	13%	-4%	-2%[46.1 µM]
36	Cc1ccc(-n2c(-c3ccc(Br)cc3)c[n+]3c2CCc2ccc4cccnc4c2-3)cc1	0%	3%	0%	-4%	6%	-0.9%	-2%	10µM*
37	CCc1ccc(NC(=S)Nc2cc(C(=O)O)ccc2N2CC3CC(C2)c2cccc(=O)n2C3)cc1 (configuration not stated)	-6%	-9%	-1%	-9%	18µM*	-3.1%	0%	3%
38	COc1ccc2c(c1)nc(NCCO)n2C	-5%	1%	8%	-2%	-10%	-6.3%	2%	12%
39	Cc1ccc(CN2C(=O)c3ccccc3C2C(=O)NCC2CCCO2)cc1 (configuration not stated)	-11%	0%	7%	3%	u	-0.2%	5%	-5%[46.1 µM]
40	CC(=O)c1ccc(NC(=O)CSCCO)cc1	0%	0%	2%	-1%	2%	-1.0%	4%	-6%[46.1 µM]
41	CCOC(=O)c1cc(-c2cccnc2)nn1-c1ccccn1	8%	-3%	-2%	0%	4%	0.8%	-4%	-1%[46.1 µM]
42	CC1=C(C(=O)NCc2ccc3c(c2)OCO3)C2(CCC(C)CC2)OC1=O (configuration not stated)	1%	2%	1%	-5%	u	-0.8%	-25%	-17%[46.1 µM]
43	CCN(CCn1cccn1)Cc1c(C(=O)N2C[C@@H](C)O[C@@H](C)C2)nc2ccc(Cl)cn12	2%	0%	1%	16%	-2%	-6.5%	2%	-3%
44	COc1cc2nc(NC(=O)c3ccc(Cl)cc3)[nH]c(=O)c2cc1OC	1%	-8%	6%	-4%	6%	-2.6%	0%	-6%[46.1 µM]
45	C=CCCCCCCCCC(=O)NNC1CC(=O)N(c2ccccc2)C1=O (configuration not stated)	3%	0%[15.4 µM]	3%	-4%	10%	4.9%	-7%	-16%
46	Cc1ccsc1/C=C1/SC(=O)N(CC(=O)N2CCOCC2)C1=O	-6%	-9%	3%	-4%	-61%	-2.8%	-6%	-10%[46.1 µM]
47	COc1cc(N2CCCC2)ccc1[N+](=O)[O-]	1%	-3%	-1%	-3%	u	-3.2%	-2%	2%
48	CO[C@H]1COC(=O)[C@H]2CCCN2C(=O)C/C=C\[C@@H](C)[C@H](OC)COC(=O)C/C=C\[C@@H]1C	x	x	-3%[17.5 µM]	-1%[11.6 µM]	6%[13.5 µM]	0.0%[10.1 µM]	-1%[17.4 µM]	x
49	Cc1cc(C)c(C#N)c(N2CCOCC2)n1	3%	-3%	-6%	-1%	u	-0.8%	-7%	11%[46.1 µM]
50	CC(C)c1ccc(N(CC(=O)NCCSCc2ccco2)S(C)(=O)=O)cc1	5%	4%	3%	-18%	-14%	0.0%	4%	-17%
51	CCOC(=O)C(C)Oc1ccc(NC(=O)C(Cl)(Cl)Cl)cc1 (configuration not stated)	2%	x	1%	-9%	x	-2.1%	-7%	10%
52	CCOC(=O)Cn1c(-c2cccnc2Cl)nc2ccccc21	6%	-5%	2%	-3%	6%	0.0%	-2%	-13%[46.1 µM]
53	CN(C)c1ccc(NS(=O)(=O)c2cccc(Cl)c2)cc1	14%	0%	-9%	u	-7%	-3.0%	-2%	-10%
54	Cc1cccc2nc3ccccc3nc12	-1%	6%	9%	4%	7%	5.3%	6%	-5%
55	O=C(NC(=S)Nc1ccc(S(=O)(=O)Nc2nccs2)cc1)c1ccc(F)c(F)c1	-6%	1%	-3%	-13%	25µM*	0.0%	-8%	-31%
56	O=C(Nc1cccc([N+](=O)[O-])c1)c1ccc(N2CCCC2=O)cc1	2%	2%	7%	-6%	8%	0.9%	6%	1%
57	c1ccc(Nc2nc(N3CCCC3)nc(N3CCCC3)n2)cc1	7%	u	6%	-21%	-1%	0.9%	4%	-26%[46.1 µM]
58	S=C(NC1CCCC1)N1CCOCC1	22%	4%	-6%	-1%	5%	-0.4%	-6%	9%
59	Cc1ccc2c(c1)nnn2C1CCN(S(=O)(=O)c2ccc(C(=O)N(C)C3CCCCC3)cc2)CC1	4%	-2%	5%	0%	u	0.0%	-3%	-13%[46.1 µM]
